GCN5L2 inh: inhibitors of human GCN5L2 histone acetyltransferase | Q92830 | GCN5L2 HAT assay, ThioGlo1 CoA-SH fluorescence | Potency, µM (doses to about 58.9 µM), without a hit: at the highest dose activity change, negative = inhibition, usual class: inhibitors | 390,000 tested, 0.21% active; active = well fitted inhibition curve with a large enough effect; inconclusive = small, poorly fitted or top-dose-only effect, or another doubt; inactive = no such curve, though single readings can be large or run the other way
Target sequence (Q92830 whole entry, looked up): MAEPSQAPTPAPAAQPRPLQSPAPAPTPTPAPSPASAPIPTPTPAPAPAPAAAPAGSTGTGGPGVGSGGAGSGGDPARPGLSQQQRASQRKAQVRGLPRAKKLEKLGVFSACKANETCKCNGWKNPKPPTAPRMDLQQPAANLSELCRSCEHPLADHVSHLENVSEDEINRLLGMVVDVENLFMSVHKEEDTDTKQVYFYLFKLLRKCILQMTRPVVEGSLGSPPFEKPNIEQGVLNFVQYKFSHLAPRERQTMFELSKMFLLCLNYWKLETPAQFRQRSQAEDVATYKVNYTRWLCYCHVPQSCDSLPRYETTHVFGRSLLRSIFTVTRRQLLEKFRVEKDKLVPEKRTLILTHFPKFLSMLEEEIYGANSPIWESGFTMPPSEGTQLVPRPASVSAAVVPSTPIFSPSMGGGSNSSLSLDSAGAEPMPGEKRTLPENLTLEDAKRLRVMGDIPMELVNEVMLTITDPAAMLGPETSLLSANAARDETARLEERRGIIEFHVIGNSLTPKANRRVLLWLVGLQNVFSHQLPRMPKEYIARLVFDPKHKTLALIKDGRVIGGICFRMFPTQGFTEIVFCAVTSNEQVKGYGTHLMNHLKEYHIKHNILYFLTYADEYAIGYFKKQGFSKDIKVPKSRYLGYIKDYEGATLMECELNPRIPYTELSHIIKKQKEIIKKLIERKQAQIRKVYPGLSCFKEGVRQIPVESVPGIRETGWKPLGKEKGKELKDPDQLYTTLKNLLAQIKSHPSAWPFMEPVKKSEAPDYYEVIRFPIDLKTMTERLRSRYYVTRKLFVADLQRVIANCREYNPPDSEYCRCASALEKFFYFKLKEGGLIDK
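Enzyme at 20nM final was mixed with library compounds for 15 min at room temperature. Peptide H3(1-25) at 75uM, acetyl-CoA at 70uM and ThioGlo1 at 50uM were then added. Plates were read immediately and after 20 min (Ex340nm/Em540nm).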
An asterisk follows results filed as active; ? = inconclusive; & = joins results of further samples; [ ] = dose if it differs, or a comment. % is scaled to controls: 0 for no effect and ±100 for the full control effect; potency is read from the fitted curve at half-maximal effect. These rows are one share of the data; rates above refer to the full screens.

SMILES | GCN5L2 inh
CC[C@H](C)[C@H](NC(=O)[C@H](Cc1ccc(O)cc1)NC(=O)[C@H](Cc1cnc[nH]1)NC(=O)[C@H](CCCNC(=N)N)NC(=O)[C@H](CC(C)C)NC(=O)[C@H](C)NC(=O)[C@H](CO)NC(=O)[C@H](Cc1ccc(O)cc1)NC(=O)[C@H](Cc1ccc(O)cc1)NC(=O)[C@H](CCCNC(=N)N)NC(=O)[C@H](C)NC(=O)[C@H](CCSC)NC(=O)[C@H](CC(=O)O)NC(=O)[C@H](CCC(=O)O)NC(=O)[C@H](C)NC(=O)[C@@H]1CCCN1)C(=O)N[C@@H](CC(N)=O)C(=O)N[C@@H](CC(C)C)C(=O)N[C@H](C(=O)N[C@H](C(=O)N[C@@H](CCCNC(=N)N)C(=O)N[C@@H](CCC(N)=O)C(=O)N[C@@H](CCCNC(=N)N)C(=O)N[C@@H](Cc1ccc(O)cc1)C(N)=O)[C@@H](C)O)[C@@H](C)CC | -9%
CSCC[C@H](N)C(=O)N[C@@H](CCC(=O)O)C(=O)N[C@H](C(=O)NCC(=O)N[C@@H](Cc1c[nH]c2ccccc12)C(=O)N[C@@H](Cc1ccc(O)cc1)C(=O)N[C@@H](CCCNC(=N)N)C(=O)N[C@@H](CO)C(=O)N1CCC[C@H]1C(=O)N[C@@H](Cc1ccccc1)C(=O)N[C@@H](CO)C(=O)N[C@@H](CCCNC(=N)N)C(=O)N[C@H](C(=O)N[C@H](C(=O)N[C@@H](Cc1cnc[nH]1)C(=O)N[C@@H](CC(C)C)C(=O)N[C@@H](Cc1ccc(O)cc1)C(=O)N[C@@H](CCCNC(=N)N)C(=O)N[C@@H](CC(N)=O)C(=O)NCC(=O)N[C@@H](CCCCN)C(=O)O)C(C)C)C(C)C)C(C)C | -7%
CCN(CC)CCN1C(=O)C(=O)/C(=C(/O)c2ccc(OCC(C)C)cc2)C1c1ccncc1 (stereo not drawn) | 0%
COc1cccc(NC(=O)Nc2cc(-c3cn4cccnc4n3)ccc2OC)c1 | -2%
CC[C@@H]1/C=C(\C)C[C@H](C)C[C@H](OC)[C@H]2O[C@@](O)(C(=O)C(=O)N3CCCC[C@H]3C(=O)O[C@H](/C(C)=C/[C@@H]3CC[C@@H](O)[C@H](OC)C3)[C@H](C)[C@@H](O)CC1=O)[C@H](C)C[C@@H]2OC | -18%&-12%
CN(C)c1ccc(/C=C2\C(=N)N3C(=NC2=O)Sc2cc(S(C)(=O)=O)ccc23)cc1 | -15%
COc1ccc(N2C(=O)CC(S/C(N)=N/N=C/c3ccnc4ccccc34)C2=O)cc1 (stereo not drawn) | -5%
Cc1nccc2[nH]c(=O)c(C(=O)NC(C)CCc3ccccc3)cc12 (stereo not drawn) | -5%
Oc1cc(NCc2ccc(F)cc2)cc2cccnc12 | -5%&-3%
Cc1ccc(OCC(=O)Nc2cc(-c3nc4ccccc4[nH]3)ccc2C)c(C)c1 | -10%
O=C(O)CCc1c(C(=O)O)[nH]c2cc(Cl)cc(Cl)c12 | 8%
CCCn1cnc2c(c1=O)c1nc3ccccc3nc1n2CCC1=CCCCC1 | 0%
C=C[C@@]1(C)CC[C@H]2C(=CC[C@@H]3[C@]2(C)CCC[C@@]3(C)C(=O)O)C1 | ?
COc1ccc(C[C@@H]2c3cc(OC)c(OC)cc3CC[N@+]2(C)CCC(=O)OCCCCCOC(=O)CC[N@@+]2(C)CCc3cc(OC)c(OC)cc3[C@H]2Cc2ccc(OC)c(OC)c2)cc1OC | -4%[21.4 µM]
CCN(CC)CCCN1C(=O)C(O)=C(C(=O)c2ccco2)C1c1cc(OC)ccc1OC (stereo not drawn) | -1%
CCOC(=O)C1=C(C)NC(C)=C(C(=O)OCC)C1c1c(F)c(F)c(F)c(F)c1F | -25%
CC(C)[C@@H]1NC(=O)c2cc([N+](=O)[O-])cc(I)c2NCC[C@@H](C(N)=O)NC(=O)[C@H](CO)NC1=O | -7%
O=C1C2=C(C(=O)c3ccccc31)C1O[C@](CCCCN3C(=O)c4ccccc4C3=O)(Cc3c1ccc1ccccc31)O2 | -2%[12.7 µM]
O=C(c1cnn(-c2ccc(F)cc2)c1-n1cccc1)N1CCN(c2cccc(Cl)c2)CC1 | -1%
COC(=O)[C@@H](N)Cc1ccc(O)cc1 | 1%
Cn1c(=O)c2c(ncn2C[C@@H](O)CO)n(C)c1=O | 5%[21.4 µM]
CCOc1ccc(C=C2SC(=O)N(CCN)C2=O)cc1 | -29%
C[N+]12CCC(CC1)[C@@H](OC(=O)C(O)(c1ccccc1)c1ccccc1)C2 | 0%[21.4 µM]
c1cncc(-c2ccc3ncnc(NCc4cccs4)c3c2)c1 | -3%&-4%
Cc1occc1C(=O)n1cnc2ccccc21 | -7%
Cc1ccc(-c2nc(C)c(CCNC(=O)C(=O)Nc3ccc(C)c(Cl)c3)s2)cc1 | -4%
O=C(c1ccncc1)N1C2C=CC(C2)C1(C(F)(F)F)C(F)(F)F (stereo not drawn) | 9%
C[C@]12CC[C@H]3c4ccc(O)cc4CC[C@@H]3[C@H]1CC[C@@H]2OP(=O)(O)O | 17%
Cc1ccc(-c2nc(C(=O)Nc3cccc(C#N)c3)c3n2CCCCC3)cc1 | -4%
COC(=O)c1ccc2c(c1)N(CC(=O)Nc1ccc(C)c(C)c1)C(=O)c1ccccc1S2 | 5%
COc1cc(-c2nc(-c3ccc(-c4ccccc4)nc3OC)no2)cc(OC)c1OC | -7%
Oc1c(CN2CCCC2)cc(COCc2ccccc2)c2cccnc12 | -1%&-1%
O=C1Nc2ccccc2C12Nc1ccccc1S2 (stereo not drawn) | -8%
OCc1cccc(Cl)c1Cl | 3%
CC(=O)N[C@@H]1C(O)OC(CO)C(O)C1O (stereo partly drawn) | 0%
Cc1cccc2cc(CN(Cc3cccnc3)C(=O)c3cccs3)c3nnnn3c12 | 0%
O=S(O)S(=O)(=O)O | 1%
CCCC(=O)c1ccc(O)cc1O | 3%
O=C(O)Cc1cc(C(=O)Nc2ccc(Br)cc2)sc1-c1ccccc1 | -5%
CCOC(=O)c1cc(OC(=O)c2cccc(C)c2)n(-c2ccccc2)n1 | -5%
Cc1cc2c(c(=O)o1)C1O[C@](CCCCN3C(=O)c4ccccc4C3=O)(Cc3cc(C#N)ccc31)O2 | -13%[12.7 µM]
CC(=O)NN1C(=O)c2ccc(Oc3ccc4c(c3)C(=O)N(NC(C)=O)C4=O)cc2C1=O | -7%
CN(C)CCCOc1c2ccccc2n(Cc2ccccc2)[n+]1[O-] | 9%
COc1ccc(C(O)c2nc3ccccc3s2)cc1 (stereo not drawn) | -1%
COc1ccc2nccc(C(=O)O)c2c1 | 7%[21.4 µM]
COc1ccc(C(=O)NC(=O)COC(=O)c2ccc3ncsc3c2)cc1 | -1%
COC(=O)c1ccccc1NC(=O)C1CCCN(C(=O)c2cnn(-c3ccc(F)cc3)c2-n2cccc2)C1 (stereo not drawn) | -3%
COc1cccc([C@@H]2Oc3ccc(OC)cc3C(=O)[C@H]2OC(=O)NCc2ccc3c(c2)OCO3)c1 | -17%

Individual results from the list:
In GCN5L2 inh, COc1ccc2nccc(C(=O)O)c2c1 shows 7%[21.4 µM]
In GCN5L2 inh, COc1ccc(N2C(=O)CC(S/C(N)=N/N=C/c3ccnc4ccccc34)C2=O)cc1 (stereo not drawn) shows -5%
In GCN5L2 inh, Cc1ccc(OCC(=O)Nc2cc(-c3nc4ccccc4[nH]3)ccc2C)c(C)c1 shows -10%
In GCN5L2 inh, Cc1occc1C(=O)n1cnc2ccccc21 shows -7%
In GCN5L2 inh, Oc1c(CN2CCCC2)cc(COCc2ccccc2)c2cccnc12 shows -1%&-1%
In GCN5L2 inh, COC(=O)c1ccc2c(c1)N(CC(=O)Nc1ccc(C)c(C)c1)C(=O)c1ccccc1S2 shows 5%

Ordered by heavy-atom count (rising): some entries from above
SMILES | GCN5L2 inh
COc1ccc(C(O)c2nc3ccccc3s2)cc1 (stereo not drawn) | -1%
CN(C)CCCOc1c2ccccc2n(Cc2ccccc2)[n+]1[O-] | 9%
COc1ccc(C(=O)NC(=O)COC(=O)c2ccc3ncsc3c2)cc1 | -1%
CC(=O)NN1C(=O)c2ccc(Oc3ccc4c(c3)C(=O)N(NC(C)=O)C4=O)cc2C1=O | -7%
COc1cccc([C@@H]2Oc3ccc(OC)cc3C(=O)[C@H]2OC(=O)NCc2ccc3c(c2)OCO3)c1 | -17%

The results go on.
SMILES | GCN5L2 inh
Nc1ncnc2c1nc(N1CCCCC1)n2[C@@H]1O[C@@H]2COP(=O)(O)O[C@H]2[C@H]1O | -10%
COc1ccc(S(=O)(=O)N(CC(=O)Nc2cccc(C)c2)c2ccc(C)cc2)cc1OC | -4%
CCN(CC)CCn1c(=S)[nH]c2cc(C(=O)N3CC=C(c4ccccc4)CC3)ccc2c1=O | -2%
COC(=O)c1ccc(NS(=O)(=O)c2ccc3[nH]c4c(c3c2)CCCCC4)cc1 | 21%
O=c1c2ccccc2cnn1Cc1n[nH]c(=S)n1-c1ccc(Cl)cc1Cl | -1%
CC(=O)NC(C)c1cc(F)c2cccnc2c1O (stereo not drawn) | -1%&0%
Cn1c(=O)c2c(ncn2CCCNC2=CC(C)(C)CC(=O)C2)n(C)c1=O | -3%
Cc1cccc(NC(=O)CSc2nnc(NC(=O)c3ccc(S(=O)(=O)N4CCOCC4)cc3)s2)c1C | -1%
CCCCSc1nnc2c(n1)OC(C(=O)c1ccccc1)Nc1ccccc1-2 (stereo not drawn) | 1%
COC(=O)N/N=C(/c1ccccc1)C1CCCCC1 | -3%
CCn1cc(NC(=O)CCl)c(C)n1 | ?
CC(=C\c1ccccc1)/C=C1/SC(=S)N(CCC(=O)Nc2ccccn2)C1=O | -9%
O=C(CCCCCNC(=O)c1ccccc1)N=Nc1c(O)[nH]c2c(Br)cc(Br)cc12 | ?
CC(C)COC[C@H](CN(Cc1ccccc1)c1ccccc1)N1CCCC1 | 2%[21.4 µM]
CC1(C)CN=C(N2CCN(C3=NCC(C)(C)S3)CC2)S1 | -2%
COc1ccc2cc(CN(CC3COCCO3)S(=O)(=O)c3c(C)cc(C)cc3C)c(=O)[nH]c2c1 (stereo not drawn) | -1%
CCC(CC)C(=O)Nc1ccncc1 | -7%
c1ccc(CNc2ccc(N3CCOCC3)cc2)cc1 | 0%
Cc1ccnc(N2C(=O)c3ccc([N+](=O)[O-])cc3C2=O)c1 | -2%
CNc1nc(SC)n(C)c(=O)c1N=O | -11%
COc1cc(OC)c2ccc(=O)oc2c1C(CCN1CCOCC1)c1ccc(N(C)C)cc1 (stereo not drawn) | -2%
O=C(CCl)N1c2ccccc2CCc2ccccc21 | -6%
Cc1ccc(Cl)cc1N1CCN(C(=O)c2ccc3c(c2)CCN3S(C)(=O)=O)CC1 | -14%
Cc1ccc(C)c(-n2nnnc2SCC(=O)c2c(N)n(C)c(=O)n(C)c2=O)c1 | 3%
COc1cccc(S(=O)(=O)NC2CCN(C#N)C2)c1 (stereo not drawn) | -8%
O=C(CN1C(=O)CC(c2ccccc2)S(=O)(=O)c2ccccc21)N1CCOCC1 (stereo not drawn) | -3%
Cc1cccn2c(=O)c(C=Nc3c(C)n(C)n(-c4ccccc4)c3=O)c(N3CCCC3)nc12 | -5%
N/C(=N\c1nc(C(F)(F)F)cc(=O)[nH]1)Nc1ccc(Cl)cc1 | 66%[activator]
CC(=O)Nc1ccc(S(=O)(=O)Nc2ccc3c(c2)C(=O)OC3)cc1 | -6%
O=c1c2ccc([N+](=O)[O-])c3cccc(c32)c2nc3ccccc3n12 | -1%
CCN(CC)c1ccc2c(c1)CCCN2 | -6%
CC1CCCCN1Cc1c(O)ccc2c(=O)c(-c3ccccc3Cl)c(C(F)(F)F)oc12 (stereo not drawn) | -9%
CCSc1nnc(NC(=O)/C=C/c2ccc3c(c2)OCO3)s1 | 0%
Cc1n[nH]c(=S)c2nn(-c3ccccc3)c(C)c12 | -9%
CC(C)CC1NC(=O)c2ccccc2-n2c1nc1cc(F)ccc1c2=O (stereo not drawn) | -1%
Cn1nnnc1Sc1ncnc2scc(-c3cccc4ccccc34)c12 | -9%
CCN1CCSc2ccc(C(=O)NCc3ccc(F)cc3)cc21 | -12%
COc1cccc(CNC(=O)CSc2ncc(S(=O)(=O)c3ccc(C)c(Cl)c3)c(=O)[nH]2)c1 | -1%
CN1CCC[C@@H](CC2c3ccccc3Sc3ccccc32)C1 | 14%[21.4 µM]
